# Bioassay records (PubChem BioAssay)
# Cav32 inh = inhibitors of human Cav3.2 T-type calcium channel; O95180; Cav3.2-expressing cells, Fluo-4 calcium fluorescence FDSS; active compounds read low; B-score at 10 µM; 100,000 tested, 4% active; AID 449739;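 active means single-dose well whose peak fluorescence ratio is a statistical outlier from its plate by either plate-standardised score or position-corrected B-score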
# Numbers without * were called inactive. Some of the compounds tested; count on the stated rates, not on these rows.
Molecule,Cav32 inh
COC(=O)c1ccc(C23CC4(C2)[C@H](CN(CC2CCCCC2)[C@@H]4c2ccccc2)C3c2ccccc2)cc1 (stereo partly specified),-0.61
CCN(Cc1cc2ccccc2[nH]c1=O)C(=O)c1cccnc1,-0.0282
c1ccc(CC2CCN(c3nc4ccccc4n4nnnc34)CC2)cc1,-0.967
O=C(NCc1nc2ccccc2[nH]1)C1=C[C@@H](C2CC2)C[C@@H](OCc2ccc(CO)cc2)O1,-1.5
CC(=O)N(CCC1(C(C)C)CCOC(C)(C)C1)Cc1ccco1 (stereo unspecified),1.68
CCC(C)C(=O)N1CCCC(c2nc(-c3cccs3)no2)C1 (stereo unspecified),0.777
Cc1ccc(OCCCC(=O)NC(C)c2ccccc2)cc1 (stereo unspecified),-2.15
O=C(c1ccco1)N1CCN(CC(=O)N(C2CCCCC2)C2CCS(=O)(=O)C2)CC1 (stereo unspecified),0.108
CCOC(=O)C1=C(CC)Nc2ccccc2N=C1NC(=O)c1ccc(S(=O)(=O)N(C)C)cc1,0.593
CCCn1c2c(c(O)c(C(=O)NCc3ccccc3)c1=O)CCCC2,-0.445
Cc1cccc(NC(=O)C2NC(=O)CC2c2ccccc2)c1C (stereo unspecified),-0.0472
O=C(O)c1ccnc(C(=O)O)c1,0.89
O=C(NNC(=S)Nc1ccc(F)cc1)c1ccccc1OC(F)F,1.08
CC(=O)Nc1ccc(S(=O)(=O)NCC(=O)OCC(=O)N2CCc3ccccc32)cc1,1.04
O=C(COc1ccc(S(=O)(=O)N2CCCC2)cc1Cl)NCc1ccc2c(c1)OCO2,-0.245
CC(C)NC(=O)Nc1cccs1,0.0319
Cc1c(O)ccc2c3c(c(=O)oc12)CCCC3,0.893
CCn1nnnc1SCC(=O)Nc1nc2ccc(OC)cc2s1,-0.793
COC(C[C@H](O)[C@H](C)[C@H](O)COCc1ccccc1)OC,0.745
CC(=O)c1cccc(-c2ccc3c(=O)[nH]c(Nc4ccccc4)cc3c2)c1,0.76
CCn1cc(Br)c(C(=O)NC(C)c2ccccc2)n1 (stereo unspecified),0.0676
COc1cc(/C=N/NC(=O)c2cccc([N+](=O)[O-])c2)ccc1OCc1ccc(C)cc1,0.00387
Cc1ccc(-n2c(=O)cc(N3CCC(C)CC3)[nH]c2=O)cc1,0.369
CCOC(=O)CSc1nc(C)c2ccc(C)cc2n1,-0.667
c1ccc(Oc2nc3ccccc3n3cccc23)cc1,0.895
COc1ccc(NC(=O)Nc2ccc(Br)cn2)cc1OC,0.188
COc1ccc(Cn2c(=O)n(Cc3ccco3)c(=N)c3c4c(sc32)COC(C)(C)C4)cc1,-2.57
O=S(=O)(c1ccc(Cl)cc1)N1CCCC1c1nc(-c2cccc(Cl)c2)no1 (stereo unspecified),-3.14
Cc1c(Cl)cccc1NC(=O)c1nc(C)n(-c2cc(OC(C)C)c(Cl)cc2Cl)n1,-11.6*
O=C1COc2cccnc2N1,1.26

# Reformatted as labelled records: four of the compounds above.
O=C1COc2cccnc2N1
  Cav32 inh: 1.26
c1ccc(Oc2nc3ccccc3n3cccc23)cc1
  Cav32 inh: 0.895
COc1ccc(Cn2c(=O)n(Cc3ccco3)c(=N)c3c4c(sc32)COC(C)(C)C4)cc1
  Cav32 inh: -2.57
Cc1cccc(NC(=O)C2NC(=O)CC2c2ccccc2)c1C (stereo unspecified)
  Cav32 inh: -0.0472

# Records listed above shown as hits in Cav32 inh:
Molecule,Cav32 inh
Cc1c(Cl)cccc1NC(=O)c1nc(C)n(-c2cc(OC(C)C)c(Cl)cc2Cl)n1,-11.6*

# The list goes on.
Molecule,Cav32 inh
O=C(/C=C/c1ncc(C(F)(F)F)cc1Cl)OCc1ccccc1,-1.31
Cc1nnc(SCc2cnc(-c3ccc(C(C)C)cc3)s2)n1C,-0.92
CC(=O)NCCC(=O)Nc1ccc(C)c(F)c1,0.591
CCCCC(=O)OCc1cn(-c2ccc(Cl)cc2)nn1,-0.0911
CC(=O)c1c(OC(=O)c2ccccc2)c2ccccc2n1C,-0.0575
Cc1cc(C)cc(NC(=O)N2CCCC2C(=O)Nc2ccc(-n3cnnn3)c(C)c2)c1 (stereo unspecified),2.61
COc1ccc(N2CCN(CC(=O)Nc3c(C)cc(C)cc3C)CC2)cc1,0.977
Cc1ccc(CNC(=O)C(=O)NCC2OCCN2S(=O)(=O)c2ccc3c(c2)OCCO3)cc1 (stereo unspecified),-4.5*
O=C(O)c1cccc(NS(=O)(=O)c2ccc(Cl)c(C(=O)O)c2)c1,0.933
CCc1nnc(NC(=O)CSc2nnc3ncccn23)s1,0.463
COc1ccc(S(=O)(=O)Nc2cc(C(=O)NCCC(C)C)ccc2N2CCOCC2)cc1,0.788
CN1CCC(=NNC(=O)C(=O)Nc2ccccc2)CC1,0.28
Cc1ccc(-c2nnc(SCC(=O)N3CCOCC3)nc2-c2ccc(C)cc2)cc1,-0.1
COC(=O)Nc1ccc(S(=O)(=O)N2CCC(C)CC2)cc1,-0.185
CCn1c(/N=C/c2c[nH]c3ccccc23)nc2ccccc21,-0.914
CCCC(C)c1nnc(NC(=O)CS(=O)(=O)Cc2ccccc2)s1 (stereo unspecified),-1.05
CCCC[C@@H]1C[C@H]1[C@@H](NC(=O)c1ccco1)c1ccc(C(=O)OC)cc1,-1.12
CC12CCC(C(=O)NCc3ccc4c(c3)OCO4)(OC1=O)C2(C)C (stereo unspecified),0.63
Cc1cc(C)c2cc(C#N)c(SCC(=O)NCc3ccco3)nc2c1,0.68
Cc1cc(C(=O)NCC(C)C)c2ccccc2n1,0.698
CCOC(=O)N1CCN(S(=O)(=O)c2ccc(C(=O)NNc3nc4cc(C)cc(C)c4s3)cc2)CC1,-1.1
CC(C)c1ccc(N2CCN(C(=O)c3ccccc3NC(=O)/C=C\C(=O)O)CC2)cc1,0.0711
Cc1nc(N)c(C#N)c(-c2ccccc2Cl)c1C,0.869
N#C/C(C(=O)NCc1ccco1)=C1/SC(Cc2ccc(F)cc2)C(=O)N1c1ccccc1 (stereo unspecified),-0.0686
Cc1ccc2c(c1)nnn2C1CCN(CC(=O)N2CCN(c3ccc(F)cc3)CC2)CC1,1.12
CN1C(=O)N(c2cccc3ccccc23)C(n2cncn2)C1(C)C (stereo unspecified),-0.602
CCN(CC)CCNC(=O)C(C(=O)c1ccccc1)n1ccccc1=O (stereo unspecified),0.799
Cc1nccn1CCc1n[nH]c(=S)n1Cc1ccccc1,0.26
Cc1occc1-c1nnc(SCC(=O)NCC2CCCO2)n1C (stereo unspecified),0.0149
Cc1ccc(C)c(NC(=O)C2C3CCCC2C3c2ccccc2)c1 (stereo unspecified),-0.52

# Remaining list, next part:
Molecule,Cav32 inh
Cc1cccc(NCc2ccccc2O)n1,0.0375
Cc1c(C(=O)N2CCCc3ccccc32)sc2nc(-c3ccccc3)cn12,-1.95
CC12CCC(C(=O)N(CSC(=S)N/N=C\c3ccccc3O)C1=O)C2(C)C (stereo unspecified),-0.73
O=C(Nc1ccc(O)cc1)C1CCCN1S(=O)(=O)c1ccc(F)cc1 (stereo unspecified),0.695
O=C(OCc1cc2ccccc2[nH]c1=O)c1cccnc1,0.795
CCNC(=O)n1nccc1C(C)Oc1cccc(C(F)(F)F)c1 (stereo unspecified),-1.67
Cc1nc2c(C(=O)N3CCCC3)cnn2c(C)c1Cc1c(F)cccc1Cl,0.693
COc1cc(CNn2nnnc2N)cc(Br)c1OCc1c(Cl)cccc1Cl,-4.02
CC1=C(C(N)=O)C(c2ccc(Cl)cc2Cl)n2ncnc2N1 (stereo unspecified),-0.0538
CCCCNC(=S)NNC(=O)c1csc(C(C)C)c1,-0.499
Cc1cccc(NC(=O)CSc2nc3ccccc3c3nc(CCc4c(C)n[nH]c4C)nn23)c1,-1.96
O=C(O)c1cc(-c2ccncc2)nc2ccc(F)cc12,-0.204
COc1ccc2nc(SCC(=O)Nc3c(C)cc(C)cc3C)[nH]c2c1,-0.844
O=CNc1ccc(S(=O)(=O)NCc2ccccc2)cc1,0.453
CCOc1ccc(S(=O)(=O)Nc2cccnc2)cc1,0.068
CSC(=O)NC12CC3CC(CC(C)(C3)C1)C2,0.0344
CCOC(=O)CC1C(=O)NCCN1S(=O)(=O)c1ccc(Cl)cc1 (stereo unspecified),0.636
Cc1sc(NC(=O)c2ccccc2)c(C(=O)N2CCN(C)CC2)c1C,0.519
CC(=O)N1c2c(ccc3ccccc23)C(C)CC12CCCCC2 (stereo unspecified),-3.22
COc1ccc(-c2nc(CCNS(=O)(=O)c3ccc4c(c3)OCCO4)cs2)cc1,-3.35
O=C(COC(=O)c1cccs1)NCc1ccc2c(c1)OCO2,0.0645
O=C(NCc1ccco1)c1ccc(Cn2c(=O)c3ccccc3n(Cc3cccc(Cl)c3)c2=O)cc1,0.125
CC(=O)Nc1ccc(S(=O)(=O)Oc2ccc(N3C(=O)C4CCCCC4C3=O)cc2)cc1 (stereo unspecified),0.743
CN1C(=S)SC(/[N+]([O-])=C\c2ccc(Cl)cc2)C1(C)C (stereo unspecified),1.85
COc1cccc(OC)c1C(=O)N1CCN(Cc2ccc3c(c2)OCO3)CC1,0.00371
O=C(NCc1cn2ccccc2n1)c1ccc(Br)o1,-0.0736
CC(Oc1ccccc1)c1ccnn1S(C)(=O)=O (stereo unspecified),0.979
O=C1CN(c2ccccc2F)C(=O)CN1c1ccccc1F,0.26
COCCCNC(=O)CCCC(=O)NCCCOC,0.129
COc1ccc(COc2cc(-c3cccc(OC)c3)nc3ccc(N)cc23)cc1,-0.127

# Retrieved one by one from above (3):
Molecule,Cav32 inh
CC1=C(C(N)=O)C(c2ccc(Cl)cc2Cl)n2ncnc2N1 (stereo unspecified),-0.0538
CCCCNC(=S)NNC(=O)c1csc(C(C)C)c1,-0.499
Cc1cccc(NCc2ccccc2O)n1,0.0375

# (continued)
Molecule,Cav32 inh
CC(C)(C)c1nc2c(s1)CCc1onc(-c3ccc(Br)cc3)c1-2,0.407
CCC(=O)Nc1ccc2c(c1)OCCO2,-0.717
O=C(O)C1C2C=CC(C2)C1C(=O)NCCCN1CCOCC1 (stereo unspecified),0.154
O=C(O)C(Cc1ccccc1)N1C(=O)c2ccccc2C1=O (stereo unspecified),-0.533
O=C1CCCC2=C1C(Cc1ccccc1)C1=C(CCCC1=O)O2,1.38
O=C(CCN1CCc2ccccc2C1)c1ccc2c(c1)OCCO2,2.26
COC(=O)[C@H](Cc1ccccc1)NC(=O)NCCc1ccc(S(N)(=O)=O)cc1,1.28
CCCNC(=O)Cn1c(=O)oc2ccccc21,1.13
O=S(=O)(c1cccc2nsnc12)N1CCc2ccccc2C1,-0.429
C#Cc1ccc([C@@H]2C=C(C(=O)N3CCN(Cc4ccc5c(c4)OCO5)CC3)O[C@H](OCC)[C@H]2CCCO)cc1,-1.78
Cc1cc(C)cc(NS(=O)(=O)c2ccc(Oc3ncc(C(F)(F)F)cc3Cl)cc2)c1,-2.42
CCCNC(=O)Nc1ccc2c(c1)N(C)C(=O)c1ccccc1S2,-0.0275
CC(Sc1nnc(-c2cccs2)n1Cc1ccccc1)C(=O)NCc1ccc2c(c1)OCO2 (stereo unspecified),-4.41*
CCN1CCN(Cc2coc3ccc(C)cc3c2=O)CC1,-0.66
O=C1CCCN1c1ccc(S(=O)(=O)NCCc2ccc(Cl)cc2)cc1,0.345
Cc1ccccc1NC(=O)c1sc(Cl)nc1-c1ccccc1,1.9
C=C(C)C(=O)Nc1cccc(C2=NOC3(C2)C[C@H](C(N)=O)N(C(=O)c2ccccc2)C3)c1 (stereo partly specified),-0.0781
O=C1N(c2ccccc2)C2CS(=O)(=O)CC2N1c1ccc(Br)cc1 (stereo unspecified),-2.4*
CC(=O)c1cc2c(cc1NC(=O)CSc1nc3ccccc3o1)OCO2,-1.32
C=CCN1C(=O)C(O)(CC(=O)c2ccc(OC)cc2OC)c2cc(Br)ccc21 (stereo unspecified),-2.79
CC(=O)OCC(=O)[C@@]1(O)[C@H](C)C[C@H]2[C@@H]3CCC4=CC(=O)C=C[C@]4(C)[C@@]3(F)[C@@H](O)C[C@@]21C,0.807
Cc1ccc(S(=O)(=O)n2c(=O)oc3ccccc32)cc1,-0.317
Cc1ccc(OC(=O)COc2ccccc2C)c(-n2nc3ccccc3n2)c1,-2.49
O=C(O)C1CC(=O)N(Cc2cccnc2)C1 (stereo unspecified),0.186
COC(=O)c1[nH]c2ccccc2c1NC(=O)CCN1CCN(C2CCCCC2)CC1,1.1
CCCOc1ccc(OC(=O)c2ccc(Br)o2)cc1,-0.0491
Cc1ccccc1-c1nc(CN2CCC(C(=O)NC3CCN(Cc4ccccc4)CC3)CC2)c(C)o1,0.287
Cc1cccc(S(=O)(=O)C(C#N)c2nc3ccccc3nc2N2CCCC2)c1 (stereo unspecified),-0.153
CC(=O)c1cccc(NC(=S)NCCC2=CCCCC2)c1,-2.06
O=C(NC1CCCCCC1)C1c2ccccc2C(=O)N1Cc1cccnc1 (stereo unspecified),1.78

# (listing goes on)
Molecule,Cav32 inh
COc1ccc(C(=O)Nc2ccccc2C(=O)NC(C(=O)NCc2ccco2)C(C)C)cc1 (stereo unspecified),-0.561
CCCCNC(=O)N1CCOCCOCCN(C(=O)NCCCC)CCOCC1,-0.231
Cn1cccc1C(=O)OCC(=O)c1cc2ccccc2o1,-0.58
O=C(CC1Oc2ccccc2NC1=O)NCCc1ccccc1 (stereo unspecified),0.836
COc1ccc(-c2nnc(SCC(=O)Nc3sc4c(c3C#N)CCC4)n2CC2CCCO2)cc1 (stereo unspecified),-0.314
COc1cc(C2C(C#N)=C(N)Oc3cc(C)n(CC4CCCO4)c(=O)c32)cc2c1OCO2 (stereo unspecified),0.513
